# Assay outcomes as filed in PubChem.
# ATG4B inhibitor: ATG4B protease inhibitors, primary screen, biochemical, fluorescence, uHTS | Cysteine protease ATG4B (Homo sapiens), Q9Y4P1 | ATG4B cleavage of LC3-PLA2, NBD-HPC fluorescence, 1 h | inhibition, % at 8.33 µM | actives 0.51% (n = 340,000) | AID 504462, 2011; in the data active = inhibition above about 40%
# hIAP act: human IAP activators, primary screen, biochemical, luminescence, uHTS; Intestinal-type alkaline phosphatase (Homo sapiens), P09923; purified human IAP, CDP-Star luminescence, 30 min; active compounds read high; 1 = vehicle-only enzyme, 0 = enzyme-free background; activation factor at 10 µM; actives 0.16% (n = 330,000); AID 2524, 2010;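 active = activation factor of the enzyme at least 2-fold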; also: the source names both 10 and 20 µM as test concentration; values of inactives mirror those of a sister screen read the other way
# mIAP act: activators of mouse IAP, primary screen, biochemical, luminescence, uHTS. muIAP, CDP-Star luminescence, 30 min; active compounds read high; 1 = vehicle-only enzyme signal, 0 = enzyme-free wells. intestinal alkaline phosphatase [Mus musculus]. actives 0.24% (n = 330,000). activation factor at 10 µM;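 active = activation factor of at least 2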; also: the source names both 10 and 20 µM as test concentration; values of inactives mirror those of a sister screen read the other way
#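 Assay system: mouse IAP enzyme; Reagent: CDP-Star chemiluminescent phosphatase substrate; Compound: DMSO-dissolved test compounds; Incubation: 30 min, room temperature; Technique: luminescence from enzymatic CDP-Star hydrolysis; Controls: DMSO-only wells and no-enzyme negative control.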
# hIAP inh: human IAP inhibitors, primary screen, biochemical, luminescence, uHTS | Intestinal-type alkaline phosphatase (Homo sapiens), P09923 | purified IAP, CDP-Star luminescence, 30 min | inhibition, % at 10 µM | actives 0.12% (n = 330,000);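 active = inhibition reaching a set limit with compound at 10 µM in the primary screen, cut at about 35% in these data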;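 also: plate controls were DMSO wells with enzyme for no effect and no-enzyme buffer wells for full effect; values of inactives mirror those of a sister screen read the other way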
# HKDC1 inhibitor: HKDC1 hexokinase inhibitors, primary screen, biochemical, fluorescence, uHTS; actives 0.16% (n = 340,000); inhibition, % at 20 µM; recombinant HKDC1, G6PDH/diaphorase resazurin coupled fluorescence;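 active = inhibition above about 35% when tested at 20 µM, limit read from the data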;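 also: plate controls were DMSO wells with enzyme for no effect and DMSO wells lacking enzyme for full effect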
# Target sequence (Q2TB90 whole entry, looked up): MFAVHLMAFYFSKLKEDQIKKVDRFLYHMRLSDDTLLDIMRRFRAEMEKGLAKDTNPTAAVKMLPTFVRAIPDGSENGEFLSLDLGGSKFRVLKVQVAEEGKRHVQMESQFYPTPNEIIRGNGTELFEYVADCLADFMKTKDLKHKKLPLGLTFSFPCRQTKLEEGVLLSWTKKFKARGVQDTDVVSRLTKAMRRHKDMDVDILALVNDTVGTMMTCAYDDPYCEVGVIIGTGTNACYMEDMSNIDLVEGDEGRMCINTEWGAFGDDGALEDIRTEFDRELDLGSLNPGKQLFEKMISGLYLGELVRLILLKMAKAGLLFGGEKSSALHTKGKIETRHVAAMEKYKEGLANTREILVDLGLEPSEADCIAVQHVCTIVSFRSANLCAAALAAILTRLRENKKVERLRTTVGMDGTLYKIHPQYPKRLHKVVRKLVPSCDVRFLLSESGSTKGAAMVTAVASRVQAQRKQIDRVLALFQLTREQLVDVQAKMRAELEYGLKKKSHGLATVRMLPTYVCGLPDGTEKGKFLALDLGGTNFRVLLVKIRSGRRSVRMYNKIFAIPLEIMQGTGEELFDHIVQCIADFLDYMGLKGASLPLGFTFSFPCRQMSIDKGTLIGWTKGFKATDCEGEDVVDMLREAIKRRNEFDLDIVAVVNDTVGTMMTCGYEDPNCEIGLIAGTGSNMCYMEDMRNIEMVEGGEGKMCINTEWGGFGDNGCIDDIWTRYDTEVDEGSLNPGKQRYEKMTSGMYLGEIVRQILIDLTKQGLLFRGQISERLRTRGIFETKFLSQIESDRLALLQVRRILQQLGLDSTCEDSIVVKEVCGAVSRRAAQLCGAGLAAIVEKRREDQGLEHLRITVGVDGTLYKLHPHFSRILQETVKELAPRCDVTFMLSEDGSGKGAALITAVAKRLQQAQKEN
#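 Test system: recombinant HKDC1 (HK5) hexokinase enzyme, produced in-house / Doses: 20 µM test compound, 1% DMSO / Timing: 90 min, room temperature / Detection: G6PDH/diaphorase-coupled fluorescence, 1 mM NADP, 100 µM resazurin, 525/613 nm / Control set: DMSO wells with and without enzyme mix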
# PfGluPho inh: PfG6PD enzyme inhibitors, primary screen, biochemical, fluorescence intensity, uHTS; glucose-6-phosphate dehydrogenase-6-phosphogluconolactonase (Plasmodium falciparum 3D7); inhibition, % at 20 µM; PfGluPho enzyme, NADPH resazurin-diaphorase fluorescence; AID 504690, 2011; actives 0.78% (n = 350,000);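 active = inhibition reaching at least a set limit at 20 µM in the primary screen, cut at about 59% in these data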;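 also: 0% = DMSO wells with substrate and 100% = DMSO wells lacking glucose-6-phosphate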
# APOBEC3A inh: APOBEC3A ssDNA deaminase inhibitors, primary screen, selectivity assay for APOBEC3G inhibitor project, biochemical, FAM/TAMRA oligo cleavage fluorescence | DNA dC->dU-editing enzyme APOBEC-3A (Homo sapiens), P31941 | recombinant A3A, FAM/TAMRA ssDNA deamination fluorescence | inhibition, % at 20 µM | actives 0.41% (n = 330,000) | AID 493011, 2011;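 active = at least 40% inhibition at 20 µM here, with at most 30% in a related deaminase screen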;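 also: plate controls were A3A with DMSO for no effect and wells lacking A3A enzyme for full effect; some results filed as inactive read as strong as hits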
# Target sequence (P31941 whole entry, looked up): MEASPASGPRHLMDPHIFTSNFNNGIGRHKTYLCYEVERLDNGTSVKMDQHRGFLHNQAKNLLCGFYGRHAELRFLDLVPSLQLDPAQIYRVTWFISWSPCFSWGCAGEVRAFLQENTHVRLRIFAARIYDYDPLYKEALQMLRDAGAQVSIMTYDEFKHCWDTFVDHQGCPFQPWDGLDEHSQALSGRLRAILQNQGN
# mIAP block: inhibitors of mouse IAP, primary screen, biochemical, luminescence, uHTS; purified mouse IAP, CDP-Star luminescence, 30 min; inhibition, % at 10 µM; AID 2806, 2010; intestinal alkaline phosphatase [Mus musculus]; actives 0.2% (n = 330,000);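 active = inhibition of at least 40% at 10 µM in the primary screen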;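 also: plate controls were DMSO with enzyme for no effect and no enzyme wells for full effect; values of inactives mirror those of a sister screen read the other way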
# * = called active by the depositor; nt = not tested or not shown.
# The first 4 entries (preview)
SMILES,ATG4B inhibitor,hIAP act,mIAP act,hIAP inh,HKDC1 inhibitor,PfGluPho inh,APOBEC3A inh,mIAP block
O=C(O)c1cccc(N2C(=S)N=C(Nc3ccccc3)C23CCCCC3)c1,-1,1.1,0.99,-12,-3,-3,-2,1
NNc1nc(Nc2ccccc2)nc(N2CCCCC2)n1,20,1.2,0.92,-18,6,-3,-1,8
Cc1ccc(OCC(=O)Nc2nnc(S(=O)(=O)N3CCCCCC3)s2)cc1C,-7,1.1,0.8,-11,3,-36,-1,20
CC1CCCN(C(=S)NC2CCCC2)C1 (stereo not given),-7,1.1,1,-13,0,8,-3,0

# This part in full, from the first entry:
SMILES,ATG4B inhibitor,hIAP act,mIAP act,hIAP inh,HKDC1 inhibitor,PfGluPho inh,APOBEC3A inh,mIAP block
O=C(O)c1cccc(N2C(=S)N=C(Nc3ccccc3)C23CCCCC3)c1,-1,1.1,0.99,-12,-3,-3,-2,1
NNc1nc(Nc2ccccc2)nc(N2CCCCC2)n1,20,1.2,0.92,-18,6,-3,-1,8
Cc1ccc(OCC(=O)Nc2nnc(S(=O)(=O)N3CCCCCC3)s2)cc1C,-7,1.1,0.8,-11,3,-36,-1,20
CC1CCCN(C(=S)NC2CCCC2)C1 (stereo not given),-7,1.1,1,-13,0,8,-3,0
CN(C)/C=N/c1sc2c(c1C#N)CCCC2,-2,1,1,0,5,-13,-5,-4
Cc1ccc(S(=O)(=O)N(CC(=O)N(C)C)c2cccc([N+](=O)[O-])c2)cc1,4,1.1,1.1,-6,-5,-4,0,-7
Cn1cc(C(=O)N2CCN(c3ccccn3)CC2)c(=O)c2cc(S(=O)(=O)N3CCOCC3)ccc21,6,0.93,0.92,7,-1,-5,-6,8
NC(=O)c1c(NC(=O)c2cccnc2)sc2c1CCCC2,-6,1.1,1,-11,-2,23,-4,-5
O=C(CSc1ccccn1)c1ccc(F)cc1,-4,1,1,-3,-9,44,-5,-2
COc1cccc(C(=O)N/N=c2/oc3ccccc3cc2C(N)=O)c1,-5,0.97,0.97,3,-1,5,-5,2
COC(=O)c1ccccc1NC(=O)CSc1nc(C)cc(C)n1,10,1.1,0.97,-8,-2,-16,1,3
CCOC(=O)COc1cc(=O)n(CC)c2ccccc12,2,1.1,1.1,-8,3,-11,-2,-8
O=C(NCCc1ccccc1)c1cccc(N2C(=O)C3CC=CCC3C2=O)c1 (stereo not given),-12,0.94,0.95,6,4,7,-2,4
NC(=O)COC(=O)c1cc(=O)[nH]c2ccc(S(=O)(=O)Nc3ccc(F)cc3)cc12,6,0.89,1,11,13,-16,0,-5
Cc1ccc(NC(=O)c2cccs2)cc1NC(=O)c1ccc(F)cc1,1,1.1,1,-10,2,13,0,-3
Cc1cccc(C)c1OCc1n[nH]c(=S)n1-c1ccccc1,2,1.1,1,-8,12,20,-1,-2
Cc1c(C(=O)c2ccccc2)c2ccccn2c1CCC#N,3,0.95,0.91,5,4,8,-4,9
O=C(O)CCc1nc(-c2ccccc2)no1,1,1.1,1.1,-10,-6,-5,-5,-9
Cc1ccc(NC(=O)Nc2cccc(C(F)(F)F)c2)nc1,0,1.1,1.1,-6,-6,-11,-5,-5
CC(C)(C)NC(=O)NC(=O)Cn1cc(C(F)(F)F)ccc1=O,4,0.89,0.99,11,-6,-14,-4,1
NC(=O)C1(N2CCCCC2)CCN(C(=O)Nc2ccccc2C(F)(F)F)CC1,-2,1.1,0.95,-11,4,1,3,5
Cc1nn(-c2ccccc2)c(C)c1/C=N/NC(=O)CSc1nnc(SCc2ccc(Cl)cc2)s1,-13,1.1,0.86,-9,12,15,6,14
S=C(N/N=C/c1ccc2ncccc2c1)Nc1ccccc1,-8,1.3,0.85,-29,-8,52,-4,15
COc1cc(/C=N\NC(=O)c2nonc2N)c(OC)cc1Br,16,1,0.93,-2,-2,-17,-2,7
CCCCOC(=O)Nc1cc(C)c(Cl)cc1OC,-1,1.1,0.92,-15,3,6,0,8
O=C(Oc1ccc2c(=O)c(Cl)coc2c1)c1ccncc1,7,1.1,0.98,-8,-1,5,-3,2
CN(C)C(CNC(=O)c1ccc2nccnc2c1)c1ccco1 (stereo not given),0,1,0.95,-5,-4,15,4,5
COc1ccc(Cl)cc1S(=O)(=O)N1CCC(C(=O)NCC2CCCO2)CC1 (stereo not given),3,1.3,0.93,-33,-14,3,0,7
COc1cc(Cl)cc(C2NC(=O)NC(C)=C2C(C)=O)c1OCC(=O)O (stereo not given),0,0.96,0.95,4,-2,-8,21,5
CCN1CCCC1CNC(=O)C1CCCN(S(=O)(=O)c2cccc3nsnc23)C1 (stereo not given),-9,0.98,1,2,-4,6,1,-1
CN(C)C(=S)Nc1ccc2c(c1)OCCO2,-2,1,1.2,-1,-4,-2,3,-19
COc1ccc(Nc2nc(NCc3ccco3)nc(N)c2[N+](=O)[O-])cc1,0,1.2,0.9,-18,-4,-1,-1,10
COC(=O)c1ccc(OC)c(CSc2nnc(COc3cccc(C)c3)o2)c1,4,0.92,1,8,7,1,-1,-1
C#Cc1ccc([C@H]2C=C(C(=O)OCC=C)O[C@@H](OCCCCO)C2)cc1,-3,1,0.98,0,0,-1,1,2
CC(=O)Nc1ccc(NC(=O)CSc2nc3c([nH]c4ccccc43)c(=O)n2-c2ccccc2F)cc1,12,1.1,1.1,-10,-2,-1,-5,-8
COc1ccc(C2c3[nH]c4ccccc4c3CCN2C(=O)c2ccccc2C(C)=O)c(F)c1 (stereo not given),18,0.96,1.1,4,5,-8,1,-6
CC(=O)SCC(Cc1ccccc1)C(=O)NCC(=O)OCc1ccccc1 (stereo not given),nt,0.88,1,12,nt,nt,-7,0
O=C(CCN1C(=O)C2C3C=CC(C3)C2C1=O)NCC1CCCO1 (stereo not given),-7,0.99,1.1,1,-7,1,1,-8
CCOc1ccc(-n2nnnc2SCC(=O)NC2CCCC2)cc1,1,0.95,0.93,5,-5,7,-6,7
Nc1ccc(S(=O)(=O)Nc2nccc(/C=C/c3cccc(Br)c3)n2)cc1,-4,1,1,0,-3,2,2,-1
Cc1ccc(Oc2nc3ccccc3n3c(C)nnc23)c(C)c1,-8,1.1,1,-11,-2,0,-2,-2
CC1(C)CC(=O)c2cc(OCC(=O)NCCN3CCOCC3)ccc2O1,4,0.91,0.93,9,-7,2,2,7
COc1cc(/C=N/Nc2nc3ccccc3[nH]2)cc(OC)c1O,-14,0.98,0.91,2,-2,26,0,9
CCC(c1nnnn1C(C)(C)C)N1CCN(c2cc(Cl)ccc2C)CC1 (stereo not given),5,0.95,0.99,5,4,12,-1,1
O=C(CCl)Oc1ccc2occ(C(=O)c3cccs3)c2c1,-2,1,0.9,-4,1,13,3,10
CCOc1ccccc1-c1nc(-c2ccc(NC(=O)Cc3ccccc3OC)cc2)no1,-2,1,0.82,-3,5,-7,-3,18
COc1ccc(Cl)cc1S(=O)(=O)Nc1ccncc1,2,1,0.99,0,-6,-2,-2,1
COc1ccc(NC(=O)CN(C)C(=O)c2ccccc2Sc2ncnc3sc(C)c(C)c23)cc1,3,0.87,1.1,13,5,6,2,-8
O=C(NC1CC1)C1CCN(C2CCN(C(=O)/C=C/c3cccs3)CC2)CC1,-11,0.9,0.98,10,-4,1,3,2
O=C(Cn1c(C(F)(F)F)nc2ccccc21)Nc1ccccc1N1CCOCC1,0,0.74,0.97,26,-3,0,-1,3
CCOc1cc(CNn2cnnc2)cc(Br)c1OCC(=O)NC1CCCCC1,-3,0.94,1,6,-6,-17,3,-2
CCc1sc(NC(=O)CCC(=O)O)nc1-c1cc2ccccc2oc1=O,-4,0.96,0.91,4,6,-6,0,10
COCCn1c(-c2ccc(-c3ccccc3Cl)o2)nc2c1c(=O)[nH]c(=O)n2CC(C)C,-14,1.1,1,-8,4,-1,-1,0
N#Cc1ccc(C(=O)N(Cc2ccccc2)c2ccccc2)cc1,-4,1.1,0.98,-15,-3,-5,-1,2
CC(=O)N1c2c(cc(Br)cc2S(=O)(=O)NCc2ccccc2)CC1C (stereo not given),5,1,1,-2,1,12,-3,-2
O=C(NCCc1ccccc1)C1CCC(CNc2nc(=S)[nH]c3ccccc23)CC1 (stereo not given),5,1.1,1.1,-5,-1,-14,-5,-6
CCOC(=O)c1c(S(=O)(=O)NCC(=O)N2CCN(c3ccccc3)CC2)c(C)n(C)c1C,-7,1.1,0.94,-12,5,3,-1,6
Cc1ccc(S(=O)(=O)Nc2nsc(N)n2)cc1,3,1.1,0.92,-6,1,14,-3,8
CCN(CC)S(=O)(=O)c1ccc(S(=O)(=O)N2CCC(N3CCCCC3)CC2)cc1,0,1.1,1,-7,-2,-9,-2,-1
Cc1ccc(S(=O)(=O)N2CCCCC2)cc1NC(=S)NC(=O)c1ccco1,-6,0.92,0.89,8,-2,-9,0,11
# Next compounds.
SMILES,ATG4B inhibitor,hIAP act,mIAP act,hIAP inh,HKDC1 inhibitor,PfGluPho inh,APOBEC3A inh,mIAP block
COc1ccc(NC(=O)CSc2nnc(-c3ccco3)n2N)cc1Cl,0,1.2,1,-18,-5,4,-3,-2
c1ccc2c(NCCCN3CCOCC3)c3ccccc3nc2c1,nt,1.1,1.1,-7,nt,nt,20,-11
S=C(NCCc1ccccc1)NCC(c1ccco1)N1CCCCC1 (stereo not given),-3,1,1.3,0,-6,-6,-2,-26
COc1ccc(/C=C2\SC(=S)N(NC(=O)c3csc4c3CCCC4)C2=O)cc1,-4,0.84,0.73,16,5,3,3,27
COc1ccc(C(C[N+](=O)[O-])c2c(C)[nH]n(-c3ccccc3)c2=O)cc1 (stereo not given),-4,0.79,1,21,3,16,0,-2
O=C(COc1ccc(Cl)cc1)NC(=S)Nc1ccccc1N1CCOCC1,5,0.91,0.91,9,0,18,-3,9
CCC(=O)Nc1nnc(S(=O)(=O)N2CCc3ccccc32)s1,3,1,1,0,-4,-18,-1,-4
CC(=O)c1sc(-c2ccccc2)cc1N,-3,1.1,0.88,-6,2,3,-3,12
Cc1ccc(S(=O)(=O)N2CCC(C(=O)N3CCN(c4ccccn4)CC3)CC2)cc1,-6,1,0.93,-4,-8,-9,0,7
O=c1ccccn1CCOc1ccccc1Cl,-2,0.84,1,16,0,-7,3,-1
Cn1c(C(=O)O)cc2cc(F)ccc21,4,0.94,1.1,6,2,-8,0,-6
Cc1cc(NC(=O)CSc2nc3c(C)c(C)ccc3cc2C)no1,-3,0.88,0.94,12,-3,-8,-2,6
Nc1nc(NC(=O)/C=C/c2ccc(F)cc2)nn1-c1ccccc1,-6,0.82,1,18,-6,4,3,-4
CC(=O)Nc1ccc(S(=O)(=O)N2CCN=C2SCc2ccc(F)cc2)cc1,1,1.4,1.1,-40,-4,-4,-3,-8
CC(=O)/C(=C/N(C)C)C(=O)Nc1ccc(Cl)cc1Cl,0,1,1,-3,8,-5,2,-3
